GLP-1R inv ag: qHTS of GLP-1 Receptor Inverse Agonists (Inhibition Mode). Potency, µM (doses to about 38.3 µM), for the others: at the top dose activity change, negative = inhibition, most hits filed as inhibitors. HEK293 GLP-1R CRE-luciferase, luminescence, 24 h; GLP-1R form is constitutively active. AID 624417, 2012. 1.6% of 410,000 active; also: potency is read from the fitted curve at half-maximal effect; % is scaled to controls: 0 for no effect and ±100 for the full control effect; nearly all actives have a fitted effect of over 55% in size
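Using stably transfected HEK293 (constitutively active GLP-1R, cAMP-luciferase reporter), compounds were incubated 24 hr and luciferase measured by luminescence.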
GLP-1R agonist: qHTS of GLP-1 Receptor Agonists. AID 624172, 2012. Glucagon-like peptide 1 receptor (Homo sapiens), P43220. HEK293 GLP-1R CRE-luciferase, luminescence, 4-6 h; cells express a hypersensitive GLP-1R form. Potency, µM (doses to about 45.6 µM), without a hit: at the top dose activation, actives largely listed as activators. 0.007% of 380,000 active; also: potency is read from the fitted curve at half-maximal effect; % of control where 0% means no effect
HEK293 tox: qHTS of GLP-1 Receptor Inverse Agonists: Cytotox Screen; HEK293 cAMP-luciferase reporter cells, luminescence, 24 h; 0.13% of 410,000 active; AID 624418, 2012; Potency, µM (series often up to 38.3 µM), for inactives: at the highest dose activity change, negative = inhibition, actives largely listed as inhibitors;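 also: loss of luciferase light is scored as toxicity; potency is read from the fitted curve at half-maximal effect; % is scaled to controls: 0 for no effect and ±100 for the full control effect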
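Compound-treated cells are incubated 24 hr at 37 deg C under 5% CO2 after a 12 hour attachment period, then luciferase detection reagent is added and luminescence is measured following 12 min at room temperature; lowered signal indicates toxicity.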
D3 ag: qHTS of D3 Dopamine Receptor Agonist: qHTS; D3R DiscoveRx beta-arrestin cells, luminescence, 90 min; max activation, %; AID 652048, 2013; 0.58% of 410,000 active; in the data active = max activation above about 30%; also: 0% is about no effect; mostly tested at two doses, the higher about 12 µM
Target sequence (P35462 whole entry, looked up): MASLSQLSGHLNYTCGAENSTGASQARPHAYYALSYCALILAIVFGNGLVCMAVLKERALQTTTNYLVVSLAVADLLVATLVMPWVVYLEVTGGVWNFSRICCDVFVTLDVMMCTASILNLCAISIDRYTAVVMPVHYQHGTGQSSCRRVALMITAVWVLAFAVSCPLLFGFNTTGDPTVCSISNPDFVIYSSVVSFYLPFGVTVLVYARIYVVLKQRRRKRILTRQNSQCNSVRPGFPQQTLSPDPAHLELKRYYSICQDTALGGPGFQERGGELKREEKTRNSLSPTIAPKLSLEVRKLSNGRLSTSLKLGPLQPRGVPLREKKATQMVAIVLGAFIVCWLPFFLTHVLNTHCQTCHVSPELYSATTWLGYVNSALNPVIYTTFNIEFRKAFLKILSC
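Agonist-mode cell screen: cells plated at 1500/well and incubated overnight at 37 °C, then exposed to library compounds for 90 min at 37 °C. Detection reagent was added for 30–60 min at room temperature, and luminescence was read.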
aSyn rescue: qHTS of alpha-syn Inhibitors; Yeast expressing alpha-synuclein, growth rescue, BacTiter-Glo, 24 h; Potency, µM (highest dose often 46.1 µM), without a hit: top-dose growth rescue (activation), usual class: activators; 0.14% of 370,000 active; AID 652106, 2013; also: potency is read from the fitted curve at half-maximal effect; % of control where 0% means no effect; nearly all actives have a fitted effect of over 65% in size
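Galactose-induced alpha-syn yeast (OD600=0.02, raffinose-pregrown) + pinned cpd, 24 hr, 30 deg C; growth by BacTiter-Glo luminescence. Growth restoration scores as activation.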
KB-V1 MDR tox: qHTS assay for MDR1-selective chemotherapeutics: Primary screen using the drug-selected MDR subline cells KB-V1; KB-V1 MDR cells viability, CellTiter-Glo, 72 h; Potency, µM (titrated, usually from 46.1 µM), for the others: at the highest dose activity change, negative = cytotoxicity, usual class: cytotoxic; 3.4% of 400,000 active; AID 1347076, 2019; also: potency is read from the fitted curve at half-maximal effect; % is scaled to controls: 0 for no effect and ±100 for the full control effect; nearly all actives have a fitted effect of over 60% in size
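Cytotoxicity via CellTiter-Glo luminescence after 72 h compound exposure at 37 degrees C. Cells: drug-selected KB-V1 line, DMEM phenol-red free plus 10% FBS. Compounds tested at multiple concentrations; normalized data fitted to concentration-effect curves.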
TDP-43 yeast inh: qHTS of TDP-43 Inhibitors | TDP-43 expressing yeast growth rescue, BacTiter-Glo, 24 h | Potency, µM (series often up to 46.1 µM), without a hit: top-dose growth rescue (activation), hits mostly activators | 1.8% of 410,000 active; also: potency is read from the fitted curve at half-maximal effect; % of control where 0% means no effect; nearly all actives have a fitted effect of over 50% in size
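Yeast expressing TDP-43 (pregrown in raffinose, seeded at OD600=0.02 in galactose medium) exposed to compounds 24 hr at 30 deg C. Growth read by BacTiter-Glo luminescence; rescue of toxicity appears as increased signal.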
PTHR1 agonist: qHTS for PTHR1 Agonists: Primary Screen. 0.075% of 410,000 active. Potency, µM (series often up to 115 µM), inactives show top-dose activation, hits mostly activators. Parathyroid hormone/parathyroid hormone-related peptide receptor (Homo sapiens), Q03431. AID 743266, 2014. HEK293 GP2 PTHR1 cells, GloSensor cAMP luminescence, 1 h; also: potency is read from the fitted curve at half-maximal effect; nearly all actives have a fitted effect of over 55% in size; some results filed as inactive show a strong effect at the top dose; inactives centre near -15; many of its hits are not listed in these tables
Target sequence (Q03431 whole entry, looked up): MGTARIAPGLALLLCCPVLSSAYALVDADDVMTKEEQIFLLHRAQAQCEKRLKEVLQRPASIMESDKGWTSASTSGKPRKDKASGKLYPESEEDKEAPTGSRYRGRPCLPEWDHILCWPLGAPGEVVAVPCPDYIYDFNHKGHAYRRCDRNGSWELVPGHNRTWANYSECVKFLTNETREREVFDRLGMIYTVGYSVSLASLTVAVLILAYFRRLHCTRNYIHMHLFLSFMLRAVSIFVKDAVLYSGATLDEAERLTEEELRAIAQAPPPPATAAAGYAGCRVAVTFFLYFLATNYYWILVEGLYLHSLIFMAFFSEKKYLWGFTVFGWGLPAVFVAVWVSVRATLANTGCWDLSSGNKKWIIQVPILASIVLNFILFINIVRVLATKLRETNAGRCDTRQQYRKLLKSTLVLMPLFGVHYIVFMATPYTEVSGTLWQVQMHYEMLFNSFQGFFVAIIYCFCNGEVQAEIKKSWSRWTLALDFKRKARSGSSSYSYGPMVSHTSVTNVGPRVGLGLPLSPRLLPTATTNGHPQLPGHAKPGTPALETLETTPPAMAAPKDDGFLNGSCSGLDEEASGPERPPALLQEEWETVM
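HEK-293-derived GP2 cells expressing PTHR1 and a GloSensor cAMP reporter, 3,000/well, plated overnight, given luciferin plus IBMX (each 0.5 mM as added) for 1 h at 37 °C, then compound for 1 h at 37 °C. Luminescence was read after 15 min at room temperature.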
D3 antag: qHTS of D3 Dopamine Receptor Antagonist: qHTS | 2.5% of 360,000 active | D(3) dopamine receptor (Homo sapiens), P35462 | max response, negative = inhibition, % | AID 652054, 2013 | D3R cells, DiscoveRx beta-arrestin luminescence, antagonist mode; stronger effect = lower value; in the data active = max response below about -50%; inconclusive = no clear call, values can overlap the other calls; also: % is scaled to controls: 0 for no effect and ±100 for the full control effect; mostly tested at two doses, the higher about 12 µM
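Cells expressing the human receptor were seeded at 1500 cells/well, incubated overnight at 37 degrees C in 5% CO2, then exposed to library compounds with dopamine controls for 90 minutes at 37 degrees C before luminescent detection.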
The depositor's hits bear a star; i = inactive; ? = inconclusive; . = not tested or not shown; & = joins results of further samples; [ ] = another dose, or the depositor's remark. Unless noted, calls follow the shape of the dose curve; as a rule, active = well fitted curve in the direction sought with a large enough effect; inconclusive = small, poorly fitted or top-dose-only effect, or another doubt; inactive = no such curve, though single readings can be large; an effect the other way counts as inactive or inconclusive. An excerpt; rates above refer to the full screens.

SMILES,GLP-1R inv ag,GLP-1R agonist,HEK293 tox,D3 ag,aSyn rescue,KB-V1 MDR tox,TDP-43 yeast inh,PTHR1 agonist,D3 antag
CCc1ccc(C(=O)CN2C(=O)NC3(CCc4ccccc43)C2=O)cc1 (stereo not given),?,6%,-2%,-6,18%,?,-47%[inhibitor],-47%[inhibitor],?
CCN(Cc1ccccc1)C(=O)Cc1c[nH]c2ccccc12,?,11%,8%,-2,13%,-10%,8%,-13%,-5
O=C(CNC(=O)C12CC3CC(CC(C3)C1)C2)NCc1ccccc1,?,-4%,-1%,-5,-1%,15%,-5%,i,-6
CCn1c(CC(=O)Nc2ccccc2)nnc1SCC(=O)NC1CCCC1,23%,1%,13%,3,5%,21%,-3%,i,12
O=C(NC(Cc1ccccc1)C(=O)O)/C(=C/c1ccc([N+](=O)[O-])cc1)NC(=O)c1ccc(Br)o1 (stereo not given),2%,-4%,12%,12,6%,11%,-20%,-11%,0
CCOc1ccccc1CNC(=O)CCn1c(=O)c2cccn2c2ccc(F)cc21,-5%,.,-9%,-11,.,.,16%,i,.
COc1ccc(S(=O)(=O)NCC(c2cccnc2)N2CCN(Cc3ccccc3)CC2)cc1 (stereo not given),-3%,2%,0%,-5,2%,2%,-7%,-20%,-4
CC(O)CNCCNCc1c(OCc2ccccc2)ccc2ccccc12 (stereo not given),-1%,14%,?,-32,6%,0%,-19%,?,?
COc1ccc(C(=O)NC(=S)Nc2ccc(CN3CCCCC3)cc2)cc1Cl,8.9µM*,11%,?,-20,5%,-26%,16%[9.22 µM],i,-25
COc1ccc(Cn2cc(Cn3c4ccccc4c(=O)n3C(C)C)nn2)cc1,25%,3%,0%,-1,-6%,17%,21%,-14%,0
COCCn1c(SCC(=O)NCc2ccc3c(c2)OCO3)nnc1-c1c[nH]c2ccccc12,-14%,0%,1%,-6,-1%,4%,-8%,i,?
C=CCc1c(C)nc2cc(-c3ccc(C)cc3)[nH]n2c1=O,?,0%,-10%,2,5%,-16%,8%,-28%,-1
COc1ccc(S(=O)(=O)N2CCN(C(=O)/C=C/c3ccco3)CC2)cc1,6%,8%,-2%,-1,0%,-7%,-11%,-9%,11
Cc1ccc(S(=O)(=O)N2CCN(C(=O)CNC(=O)c3ccc(Cl)cc3)CC2)cc1,6%,4%,-2%,-2,-3%,?,-8%,-23%,0
CCCCCNC(=O)C(=O)C1C(=O)Nc2ccccc21 (stereo not given),-19%,-4%,-15%,3,0%,23%,-52%[inhibitor],23%,-2
CC(C)(C)OC(=O)N[C@@H](Cc1ccccc1)[C@H](O)c1ccco1,15%,0%,2%,1,6%,26%,0%,-23%,-4
CCCN1CC(O)=C(C#N)C1=O,2%,-18%,11%,-4,0%,8%,-4%,-29%,-20
CCOCCCNC(=O)C(c1ccc(OC)cc1)N(Cc1ccc2c(c1)OCO2)C(=O)c1cnccn1 (stereo not given),-2%[7.66 µM],1%,-3%[7.66 µM],-2,2%,?,-13%,-17%,8
CC(C)(C)c1cc(NC(=O)Nc2ccc(Cl)cc2Cl)no1,?,17%,3%,5,1%,-14%,1%,-8%,1
CCOC(=O)C1(CCCc2ccccc2)CCN(C2CCSCC2)CC1,?,-1%,?,-1,10%,-11%,-5%,-16%,?
Cc1ccc2c(c1)C(c1ccccc1)C(=O)O2 (stereo not given),-8%,3%,3%,-1,-8%,-4%,8%,i,-15
CN1C2C=C3C(C#N)=C(N)C(C#N)(C#N)[C@@H](c4cccs4)C3C1CC2 (stereo not given in full),29%,10%,6%,2,0%,-24%,-4%,i,58
C=CCOc1ccc(/C=C\c2nc(O)c([N+](=O)[O-])c(=O)[nH]2)cc1OCC,2%,-1%,-10%,-4,-7%,0%,-9%,i,-12
O=[N+]([O-])c1ccc2c(c1)C(N1CCOCC1)/C(=C/COc1ccc(Cl)cc1Cl)O2 (stereo not given),?,0%,-1%,-5,11%,?,?,-12%[57.5 µM],-19
Cc1ccc(OC(C)C(=O)Nc2ccc(C)c(S(=O)(=O)Nc3ccc(C)cc3C)c2)cc1 (stereo not given),4µM*,-4%,-9%,3,17%,?,-6%,-59%[inhibitor],?

(more compounds)
SMILES,GLP-1R inv ag,GLP-1R agonist,HEK293 tox,D3 ag,aSyn rescue,KB-V1 MDR tox,TDP-43 yeast inh,PTHR1 agonist,D3 antag
COCCNC(=O)C(c1ccc(C)o1)N(C(=O)c1snc(C(N)=O)c1N)c1cccc(C)c1 (stereo not given),0%,0%,7%,-10,0%,-21%,-18%,-7%[57.5 µM],-17
COc1ccc(CNC(=O)c2cc(=O)c3ccccc3o2)cc1,-2%,-1%,-2%,-5,4%,11%,16%,-38%[inhibitor],10
CCOC(=O)c1c(S(=O)(=O)N2CCCCCC2)c(C)n(C)c1C,-15%,-3%,5%,8,0%,-19%,-16%,-48%[inhibitor],-15
NC(=O)CSCc1nc2ccccc2s1,9%,2%,3%,-10,-5%,15%,-16%,i,-1
Cn1c(C(=O)NCc2ccc3c(c2)OCO3)cc2sccc21,3%,13%,4%,-3,-11%,16µM*,?,-23%,-20
CC1(NC(=S)NCCCCCCNC(=S)NC2(C)CCS(=O)(=O)C2)CCS(=O)(=O)C1 (stereo not given),3%,12%,-8%,14,4%,0%,-4%[1.82 µM],i,27
Cc1cc2nc(CS(=O)(=O)c3ccccc3)cc(=O)n2[nH]1,11%,0%,10%,7,-11%,1%,6%,i,2
COc1ccc(N2CC(NC(=O)N3CCN(C(=O)c4ccco4)CC3)CC2=O)cc1OC (stereo not given),0%,-12%,16%,8,5%,15%,29%,i,-17
COc1cccc(C(=O)OCC(=O)c2c[nH]c3ccccc23)c1OC,?,-2%,-15%,1,-1%,-2%,-2%,?,-18
N#C/C(=C\c1ccc(-c2cccc(Cl)c2)o1)C(=O)Nc1cccc2cccnc12,19%,2%,15%,0,15%,-12%,2%,i,-51*
CC(Cc1ccccc1)NC(=O)c1ccc([N+](=O)[O-])cc1 (stereo not given),-28%,-4%,1%,3,1%,?,23%,-22%,-12
CN(C)C(=O)N1CCC(C(=O)NCc2ccccc2Cl)CC1,-1%,1%,-14%,5,-5%,-6%,-18%,18%,-6
COC(=O)c1ccc(NS(=O)(=O)c2ccc(S(=O)(=O)N3CCOCC3)cc2)cc1,25%,2%,4%,1,2%,.,-19%,i,-7
CSc1ncc(CO)n1Cc1ccccc1,-4%,0%,-28%,-1,-2%,-1%,1%,i,-6
O=C(CCN1C(=O)c2ccccc2S1(=O)=O)NCc1ccccc1,69%[activator],10%,4%,-4,-2%,25%,-24%,i,-5
CCOC(=O)c1ccc2c(c1)C1C=CCC1C(C(=O)OCC)N2 (stereo not given),37%[activator],-2%,-4%,14,?,-7%,.,-7%,1
CCOC(=O)CN1C(=O)CC(c2ccccc2)C1=O (stereo not given),2%,5%,-2%,-6,1%,0%,-24%,i,15
COC(=O)C[C@@H]1C=C[C@H](NC(=O)Cc2ccccn2)[C@@H](CO)O1,20%,.,0%,30*,-13%,-4%,12%,i,-1
CCN(C(=S)Nc1ccc(C(C)=O)cc1)C1CCCCC1,9%,0%,-1%,1,14%,-12%,22µM*,i,-3
CCCCC(=O)N/N=C(/C)C1=C(C)C(C)(C)OC1=O,-1%,4%,3%,0,2%,-8%,?,i,14
Cc1cccc(CC(=O)NC2CC(=O)N(c3ccc4c(c3)OCCO4)C2)c1 (stereo not given),1%,0%,-6%,-13,.,-4%,-9%,-4%,.
COc1cccc(CNC(=O)c2cc(S(=O)(=O)N3CCCCC3)c[nH]2)c1,-28%&0%,7%,1%&-8%,-6&-1,-1%,-7%&1%,18%&15%,-19%,-4
CS(=O)(=O)N(Cc1ccccc1)c1ccc(C(=O)NCc2ccccc2)cc1,-15%,-5%,-16%,7,4%,9%,-11%,-1%[57.5 µM],13

Assay outcomes as filed in PubChem.
